mIAP block: blocks mouse intestinal alkaline phosphatase; inhibition, % at 10 µM; purified mouse IAP, CDP-Star luminescence, 30 min; 0.2% of 330,000 active;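 active = inhibition of at least 40% at 10 µM in the primary screen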;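 note: plate controls were DMSO with enzyme for no effect and no enzyme wells for full effect; values of inactives mirror those of a sister screen read the other way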
NLRP3 yeast inh: NALP3 inhibition in yeast; Yeast reconstituted NLRP3/ASC/caspase-1, beta-gal luminescence, 24 h; inhibition, % at 10 µM; 0.39% of 330,000 active; AID 2825;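 active = inhibition of 50% or more; inactive = inhibition below 50%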;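 note: plate controls were induced DMSO wells for no effect and uninduced yeast grown without galactose for full effect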
Apaf-1 inh: human Apaf-1 inhibition | O14727 | reconstituted apoptosome caspase-3 activity, DEVD-Rh110 fluorescence | inhibition, % at 20 µM | 0.71% of 330,000 active; active = inhibition of at least 40% at 20 µM;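 note: plate controls were DMSO wells for no effect and DEVD-CHO caspase inhibitor wells for full effect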
Target sequence (O14727 whole entry, looked up): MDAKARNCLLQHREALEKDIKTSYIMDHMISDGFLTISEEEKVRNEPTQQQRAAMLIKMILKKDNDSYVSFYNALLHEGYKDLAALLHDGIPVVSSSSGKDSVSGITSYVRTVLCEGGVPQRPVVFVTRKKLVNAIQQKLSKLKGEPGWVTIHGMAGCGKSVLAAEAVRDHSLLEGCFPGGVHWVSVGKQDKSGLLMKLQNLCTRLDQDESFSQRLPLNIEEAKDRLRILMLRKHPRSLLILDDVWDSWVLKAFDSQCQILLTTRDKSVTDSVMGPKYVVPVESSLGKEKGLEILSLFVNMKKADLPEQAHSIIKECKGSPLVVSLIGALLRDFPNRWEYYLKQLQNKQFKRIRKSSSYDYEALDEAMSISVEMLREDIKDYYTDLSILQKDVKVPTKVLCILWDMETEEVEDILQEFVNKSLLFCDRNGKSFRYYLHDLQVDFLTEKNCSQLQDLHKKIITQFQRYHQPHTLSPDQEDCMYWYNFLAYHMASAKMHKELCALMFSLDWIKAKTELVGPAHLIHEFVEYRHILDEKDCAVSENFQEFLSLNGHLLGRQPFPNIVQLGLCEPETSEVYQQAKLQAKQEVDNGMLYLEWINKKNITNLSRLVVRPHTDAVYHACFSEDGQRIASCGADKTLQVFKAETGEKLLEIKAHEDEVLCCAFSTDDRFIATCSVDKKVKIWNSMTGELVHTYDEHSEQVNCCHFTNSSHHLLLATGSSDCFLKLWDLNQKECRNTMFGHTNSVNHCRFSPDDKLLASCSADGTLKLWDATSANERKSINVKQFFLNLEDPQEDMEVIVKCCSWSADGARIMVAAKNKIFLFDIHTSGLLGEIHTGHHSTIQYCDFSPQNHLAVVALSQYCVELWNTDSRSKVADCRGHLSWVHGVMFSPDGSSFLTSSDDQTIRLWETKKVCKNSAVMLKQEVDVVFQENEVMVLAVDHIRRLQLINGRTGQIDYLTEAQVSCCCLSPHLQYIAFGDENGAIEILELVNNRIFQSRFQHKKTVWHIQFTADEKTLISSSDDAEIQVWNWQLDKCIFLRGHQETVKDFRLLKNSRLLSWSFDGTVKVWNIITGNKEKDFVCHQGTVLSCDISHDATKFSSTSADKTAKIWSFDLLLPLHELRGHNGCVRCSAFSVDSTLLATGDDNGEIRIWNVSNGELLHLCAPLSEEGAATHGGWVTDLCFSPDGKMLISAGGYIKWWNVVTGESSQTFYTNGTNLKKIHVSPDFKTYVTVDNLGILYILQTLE
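Material: reconstituted apoptosome with Apaf-1, cytochrome c, caspase-9, procaspase-3, dATP / Buffer or medium: pH 7.5 Hepes buffer with CHAPS, BSA, DTT / Also added: cytochrome c with DEVD-Rh110 / Schedule: compound with Apaf-1, dATP, procaspase-3 30 min, then 50 min reaction, room temperature / Technique: rhodamine 110 fluorescence at Ex 480/Em 540 nm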
TIM10 inh: growth inhibitors of TIM10 yeast strain. S. cerevisiae TIM10 strain growth, BacTiter-Glo luminescence, 24 h. inhibition, % at 10 µM. 1.4% of 330,000 active;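 active = inhibition of 40% or more at the single tested concentration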;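 note: wild-type TIM10 isogenic control strain grown at permissive 25 °C; 0% = DMSO yeast wells and 100% = minimal medium wells without yeast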
ATG4B inhibitor: ATG4B (human) cysteine protease inhibition; Q9Y4P1; ATG4B cleavage of LC3-PLA2, NBD-HPC fluorescence, 1 h; inhibition, % at 8.33 µM; 0.51% of 340,000 active; AID 504462; in the data active = inhibition above about 40%
hIAP inh: human IAP inhibition; P09923; purified IAP, CDP-Star luminescence, 30 min; inhibition, % at 10 µM; 0.12% of 330,000 active;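 active = inhibition reaching a set limit with compound at 10 µM in the primary screen, cut at about 35% in these data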;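 note: plate controls were DMSO wells with enzyme for no effect and no-enzyme buffer wells for full effect; values of inactives mirror those of a sister screen read the other way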
mIAP act: increases mouse intestinal alkaline phosphatase activity | muIAP, CDP-Star luminescence, 30 min; hits give high values; 1 = vehicle-only enzyme signal, 0 = enzyme-free wells | 0.24% of 330,000 active | activation factor at 10 µM;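 active = activation factor of at least 2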; note: the source names both 10 and 20 µM as test concentration; values of inactives mirror those of a sister screen read the other way
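Assay system: mouse IAP enzyme / Compound: DMSO-dissolved test compounds / Timing: 30 min, room temperature / Measured by: luminescence from enzymatic CDP-Star hydrolysis / Control set: DMSO-only wells, enzyme-free buffer wells as negative control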
hIAP activ: human IAP activation. P09923. purified human IAP, CDP-Star luminescence, 30 min; hits give high values; 1 = vehicle-only enzyme, 0 = enzyme-free background. activation factor at 10 µM. 0.16% of 330,000 active;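 active = activation factor of the enzyme at least 2-fold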; note: the source names both 10 and 20 µM as test concentration; values of inactives mirror those of a sister screen read the other way
tim10-1 inh: tim10-1 yeast growth inhibition | S. cerevisiae tim10-1 ts strain growth, BacTiter-Glo, 24 h | inhibition, % at 20 µM | 2.2% of 330,000 active | AID 463190;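 active = inhibition of at least 40%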;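 note: mutant grown at 25 °C; 0% = DMSO wells with yeast and 100% = wells holding no yeast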
* marks the source's active call; other numbers are inactive results.

SMILES | mIAP block | NLRP3 yeast inh | Apaf-1 inh | TIM10 inh | ATG4B inhibitor | hIAP inh | mIAP act | hIAP activ | tim10-1 inh
COc1ccc(Cc2nc(-c3ccc(Br)o3)no2)cc1OC | 10.4 | 20.8 | -1.5 | 3.8 | -5.0 | 2.2 | 0.896 | 0.978 | 18.2
C=CCC1Cc2c(cccc2[N+](=O)[O-])C(CC=C)N1 (stereo not given) | 1.0 | -7.0 | -4.8 | 17.7 | -9.3 | 6.3 | 0.99 | 0.937 | 48.8*
Cc1ccc(-c2nc3ccccc3c(=O)n2NC(=O)c2cccs2)cc1 | 11.4 | -10.0 | -0.2 | 18.6 | -0.7 | -18.0 | 0.886 | 1.18 | 22.0
COc1ccccc1OCCC(=O)OCC(=O)c1c(N)n(C)c(=O)n(C)c1=O | 9.6 | 8.6 | -11.5 | 0.5 | -7.3 | 4.2 | 0.904 | 0.958 | 3.1
CCN1CCN(c2cc(C)c3cc(NC(=O)CCC(=O)N4CCN(c5ccccc5)CC4)ccc3n2)CC1 | -2.6 | 23.1 | 5.6 | 7.8 | -10.5 | -0.1 | 1.03 | 1 | -22.3
NNC(=O)CN1C(c2ccccc2Br)=Nc2ccc(Br)cc2C1c1ccccc1 (stereo not given) | -3.8 | 1.3 | 12.0 | 11.7 | -6.8 | -8.5 | 1.04 | 1.08 | 18.8
CCCOc1ccc(N2C(=O)CC(N(CCc3ccc(OC)cc3)C(=O)c3cccc(F)c3)C2=O)cc1 (stereo not given) | 3.5 | 9.0 | 9.4 | 9.7 | 20.3 | -11.4 | 0.965 | 1.11 | 11.9
Cc1cccc(C(=O)NC2CC(C)(C)NC(C)(C)C2)c1 | 3.1 | -4.8 | -7.0 | -10.7 | 2.3 | 17.6 | 0.969 | 0.824 | -8.0
COC(=O)c1ccccc1Sc1c(/C=N/OCc2ccc(Cl)cc2)c(C(F)(F)F)nn1C | 9.0 | 9.9 | 9.3 | -20.7 | 2.7 | -0.2 | 0.91 | 1 | 13.2
CN1CCC(=NNC(=O)C(=O)Nc2ccc(F)cc2)CC1 | -3.6 | 21.2 | 0.2 | -2.3 | -0.2 | -3.5 | 1.04 | 1.03 | 2.7
CCC(C)[C@H]1CNCCN1CC1(c2ccccc2)CC1 (stereo not given in full) | -5.3 | 10.5 | 8.7 | -3.6 | -2.9 | 26.0 | 1.05 | 0.74 | 5.7
O=C(O)c1ccccc1C(=O)NNc1ccc(Cl)cc1 | 10.0 | 2.0 | -0.4 | 45.7* | -14.0 | 22.3 | 0.9 | 0.777 | 26.1
C/C(=N\NC1=NCCN1)c1ccc(N)c([N+](=O)[O-])c1 | 8.6 | 8.2 | -5.3 | 12.0 | -5.1 | 31.3 | 0.914 | 0.687 | 18.7
Cn1nccc1C(=O)NC(=S)Nc1cc(Cl)cc(Cl)c1 | 15.1 | -7.0 | 9.6 | -6.4 | -2.2 | -2.5 | 0.849 | 1.02 | -3.9
CC(=O)Nc1sc(C)c(C)c1C(=O)Nc1ccc(C)cc1 | -0.2 | 15.5 | -28.8 | 15.8 | -0.8 | 10.5 | 1 | 0.895 | 24.4
COc1ccc(N(CC(=O)N/N=C/c2ccco2)S(=O)(=O)c2ccccc2)cc1 | 7.4 | 14.0 | -15.1 | 22.7 | -7.2 | -26.2 | 0.926 | 1.26 | 25.5
CC(c1ccco1)N(C(=O)Nc1ccc(Cl)cc1)c1ccccn1 (stereo not given) | -32.1 | 15.2 | 12.4 | -4.9 | -1.7 | 0.9 | 1.32 | 0.991 | 11.6
COc1ccc(CCNC(=O)C(NS(=O)(=O)c2cccc3nsnc23)C(C)C)cc1OC (stereo not given) | -4.8 | 5.1 | 0.7 | 8.8 | 10.4 | 5.6 | 1.05 | 0.944 | -1.9
CCOC(=O)CSc1nc(=O)n2ccccc2n1 | 8.9 | 22.8 | -4.3 | 4.9 | 1.7 | 0.2 | 0.911 | 0.998 | 5.9
CCN1C(=O)c2cccc3c(N)ccc(c23)C1=O | -24.5 | -3.0 | 6.5 | 12.7 | -65.8 | -24.8 | 1.25 | 1.25 | 34.5
COc1ccc(CN(C)C(=O)COC(=O)c2c(C)nn(-c3ccc(F)cc3)c2Cl)cc1 | 7.8 | 12.8 | 2.6 | 10.3 | -4.2 | 0.9 | 0.922 | 0.991 | 24.6
COc1ccc(N=CC2=C(O)c3ccccc3C2=O)cc1 | 3.5 | 23.1 | 2.7 | 6.4 | -1.2 | 3.5 | 0.965 | 0.965 | 19.2
COc1ccc(CNC(=O)NCc2ccc(OC)c(OC)c2)cc1OC | 4.8 | -4.7 | 2.7 | -4.3 | -12.3 | -3.7 | 0.952 | 1.04 | 14.1
CCOc1ccc(NC(=O)CSc2nc3ccccc3c(=O)n2Cc2cccs2)cc1 | -9.5 | 7.7 | -19.6 | -9.5 | 2.0 | -34.3 | 1.09 | 1.34 | -16.8
O=C(NCc1ccccn1)c1cc2n(n1)C(C(F)(F)F)CC(c1ccco1)N2 (stereo not given) | -5.6 | 2.2 | 3.5 | -18.9 | 1.2 | 10.7 | 1.06 | 0.893 | -14.7

Ordered by the number under hIAP activ (falling): 3 from the list above
SMILES | mIAP block | NLRP3 yeast inh | ATG4B inhibitor | hIAP inh | mIAP act | hIAP activ
NNC(=O)CN1C(c2ccccc2Br)=Nc2ccc(Br)cc2C1c1ccccc1 (stereo not given) | -3.8 | 1.3 | -6.8 | -8.5 | 1.04 | 1.08
CN1CCC(=NNC(=O)C(=O)Nc2ccc(F)cc2)CC1 | -3.6 | 21.2 | -0.2 | -3.5 | 1.04 | 1.03
CCN1CCN(c2cc(C)c3cc(NC(=O)CCC(=O)N4CCN(c5ccccc5)CC4)ccc3n2)CC1 | -2.6 | 23.1 | -10.5 | -0.1 | 1.03 | 1

Only Apaf-1 inh and mIAP act (2 entries from above):
Structure	Apaf-1 inh	mIAP act
COc1ccc(N=CC2=C(O)c3ccccc3C2=O)cc1	2.7	0.965
COc1ccc(CNC(=O)NCc2ccc(OC)c(OC)c2)cc1OC	2.7	0.952

(more compounds)
SMILES | mIAP block | NLRP3 yeast inh | Apaf-1 inh | TIM10 inh | ATG4B inhibitor | hIAP inh | mIAP act | hIAP activ | tim10-1 inh
CC(=O)c1ccc(S(=O)(=O)N2CCN(CCOc3ccc(Br)cc3)CC2)cc1 | -6.7 | 18.4 | 25.6 | 17.1 | -5.3 | -3.3 | 1.07 | 1.03 | 15.3
CC(C)CC1=NN(C(=O)c2ccco2)C(O)(C(F)(F)F)C1 (stereo not given) | 6.4 | -3.9 | 13.1 | 10.7 | -2.3 | 8.6 | 0.936 | 0.914 | 13.7
Cc1ccc(C(=O)NCC(=O)NCCc2ccc(S(N)(=O)=O)cc2)s1 | 0.3 | 11.3 | -9.6 | 5.6 | 0.6 | 7.3 | 0.997 | 0.927 | -2.3
O=C(c1ccc(N2CCOCC2)c([N+](=O)[O-])c1)N1CCN(Cc2ccccc2)CC1 | -1.0 | 2.0 | -2.6 | 0.2 | 3.5 | -4.8 | 1.01 | 1.05 | 6.9
CCC(=O)Nc1ccc(-c2nnc(SCc3ccc(C(=O)Nc4nccs4)cc3)n2CC)cc1 | 2.6 | 12.8 | -4.5 | -7.5 | 1.2 | 15.0 | 0.974 | 0.85 | -12.3
CC(C)(C)NC(=O)C(c1ccccc1)N(Cc1ccco1)C(=O)c1csnn1 (stereo not given) | 1.0 | 12.1 | 0.9 | 15.4 | -11.7 | -3.2 | 0.99 | 1.03 | 12.5
C=COC(=O)c1sc2nc(C)cc(C)c2c1N | -6.4 | 25.5 | -19.4 | 4.7 | -11.4 | -8.3 | 1.06 | 1.08 | -17.7
CCO/N=C(\N)c1[nH]ncc1Br | 1.8 | 17.2 | -17.2 | 8.9 | -2.8 | 25.3 | 0.982 | 0.747 | 7.7
Cc1ccc(C(C(=O)NC2CCCC2)N(CCCO)C(=O)Cn2nnc(-c3ccc(C)o3)n2)cc1 (stereo not given) | -0.3 | 14.7 | 12.2 | 11.5 | -13.2 | 7.2 | 1 | 0.928 | -1.7
O=C(NNC(=S)NCc1ccccc1)c1ccccc1OC(F)F | 12.2 | 3.4 | 6.3 | 11.8 | -2.2 | -78.8 | 0.878 | 1.79 | 16.7
COc1ccc(CN2CCN(C(=O)c3cc(OC)c(OC)c(OC)c3)CC2)cc1OC | -13.9 | 11.1 | 3.7 | -16.8 | 1.3 | -24.7 | 1.14 | 1.25 | 10.3
CCCCc1c(O)nc(SCC(=O)Nc2cccc3ccccc23)n(-c2ccccc2OC)c1=O | 6.5 | 1.8 | 11.5 | 10.2 | -10.3 | -21.4 | 0.935 | 1.21 | 7.1
Cc1cccc(C(=O)N2CCN(c3ccccn3)CC2)c1 | -2.5 | 4.4 | -7.9 | 10.5 | 4.0 | 12.3 | 1.02 | 0.877 | 8.2
Cc1nn(-c2ccccc2)nc1C(=O)OCC(=O)N1CCCCC1C (stereo not given) | -9.3 | -2.9 | 5.8 | 27.7 | -10.6 | -5.4 | 1.09 | 1.05 | 26.7
COc1ccc(Cl)cc1NC(=O)CSc1cccc[n+]1[O-] | 4.8 | 14.1 | 5.0 | -3.3 | -14.1 | -6.7 | 0.952 | 1.07 | -3.8
O=C(CSc1nnc(SCc2ccccc2Cl)s1)N/N=C/c1c[nH]c2ccccc12 | 9.8 | 0.1 | -7.1 | 13.4 | 35.9 | 10.9 | 0.902 | 0.891 | 18.9
Cc1cccc(NC(=O)C2CCN(S(=O)(=O)c3cccs3)CC2)c1 | -4.7 | 21.0 | 4.3 | 11.4 | -2.1 | 8.6 | 1.05 | 0.914 | 8.6
CCCNC(=O)/C=C/c1ccc(S(=O)(=O)Nc2ccccc2OC)cc1 | 2.6 | 28.4 | -2.9 | 9.4 | -10.8 | 9.6 | 0.974 | 0.904 | 7.2
CN(C)S(=O)(=O)c1ccc(S(=O)(=O)NCc2ccc3c(c2)OCO3)cc1 | -0.1 | -1.0 | -14.5 | 5.0 | 2.8 | 5.0 | 1 | 0.95 | 3.9
O=C(COC(=O)c1ccccc1NC(=O)c1ccccc1)c1cccc([N+](=O)[O-])c1 | -1.7 | 2.4 | -2.8 | 20.2 | -3.5 | 21.1 | 1.02 | 0.789 | 11.7
CC(=O)Nc1ccc(C23CC4CC(CC(C4)C2)C3)cc1 | -2.3 | 24.0 | 15.4 | 18.2 | -1.1 | -10.5 | 1.02 | 1.1 | 0.5
Cc1cc(C)c2[nH]c(=O)c(CN(CC3CCCO3)C(=S)Nc3ccccc3)cc2c1 (stereo not given) | 14.1 | 8.2 | 5.7 | -15.6 | -7.4 | -11.0 | 0.859 | 1.11 | 17.5
COc1ccc(NC(=O)CNS(=O)(=O)c2ccc(Cl)cc2)cc1OC | -9.0 | -5.6 | -5.8 | 12.0 | -6.3 | 6.7 | 1.09 | 0.933 | -5.5
CN(C)c1ccc(C(=O)OCC(=O)Nc2ccc(S(N)(=O)=O)cc2)cc1 | 10.0 | -11.7 | 3.3 | -8.0 | 3.3 | 0.8 | 0.9 | 0.992 | -11.0
CNC[C@@H]1Oc2ccc(NS(=O)(=O)c3ccc(Cl)cc3)cc2C(=O)N([C@H](C)CO)C[C@@H]1C | 4.1 | 17.7 | 45.1* | 4.4 | -14.1 | 10.5 | 0.959 | 0.895 | -1.0
CCCC(O)(c1ccc(Br)cc1)C(CN1CCOCC1)c1ccc(Cl)cc1 (stereo not given) | 7.6 | 16.4 | 22.9 | 27.2 | -10.7 | 10.8 | 0.924 | 0.892 | -23.2
COc1ccc(CC2(C)OC(c3ccc(C)c([N+](=O)[O-])c3)=NN2C(C)=O)cc1 (stereo not given) | 12.6 | 25.4 | -3.0 | 1.5 | 6.2 | 5.2 | 0.874 | 0.948 | -0.6

Screening data from PubChem BioAssay.
